NCI-60 one-dose screen, 48 h, at 10 µM unless noted. Numbers give growth in % (100 = growth as untreated, 0 = no growth, -100 = all killed).
SNB-19: SNB-19 CNS cancer cells; AID 1794751; 81,000 tested, 2.5% active
HCT-116: HCT-116 colon cancer. AID 1794798. 82,000 tested, 7.3% active
SF-539: SF-539 CNS cancer | 81,000 tested, 6.8% active | AID 1794752
HCC-2998: HCC-2998 colon cancer | 79,000 tested, 4.7% active
SF-295: SF-295 CNS cancer cells. AID 1794758. 79,000 tested, 5.6% active
SW-620: SW-620 colon cancer. 82,000 tested, 5.2% active
KM12: KM12 colon cancer cells. 82,000 tested, 5% active. AID 1794800
SNB-75: SNB-75 CNS cancer | 79,000 tested, 5% active
HCT-15: HCT-15 colon cancer. 82,000 tested, 5.2% active. AID 1794746
The depositor's hits bear a star; . = no result given; & = joins results of further samples; ! = not confirmed by another sample; [ ] = another dose, or the depositor's remark. Rule for the calls: active = growth percent below 10; inactive = the rest.

SMILES	SNB-19	HCT-116	SF-539	HCC-2998	SF-295	SW-620	KM12	SNB-75	HCT-15
CCCCCS(=O)(=O)Nc1ccc(C(=O)O)cc1	106	102	102	114	110	106	103	92	109
COc1ccc(-c2nn(-c3ccccc3)cc2C2SCC(=O)N2c2cccc(F)c2)cc1 (stereo not given)	107	102	95	113	103	109	106	102	101
Nc1nc(SCC#CCCl)c2[nH]cnc2n1	57	39	50	100	60	41	61	63	45
C[C@H]1[C@H](NC(=O)/C(=N/OC(C)(C)C(=O)O)c2csc(N)n2)C(=O)N1S(=O)(=O)O (stereo in doubt)	104	107	106	105	108	110	111	117	105
O=C(Cn1cc(CN2CCN(c3ccnc4cc(Cl)ccc34)CC2)nn1)Nc1ccccc1	91	101	98	113	98	101	100	87	99
N#Cc1c(-c2ccccc2Br)cc(-c2ccncc2)[nH]c1=O	98	102	95	104	101	104	100	99	103
COC(=O)[C@@H](C)CNS(=O)(=O)N(c1cc(C(F)(F)F)cc(C(F)(F)F)c1)C1CCN(Cc2ccc(F)cc2)CC1	68	43	74	-65*	81	74	51	65	28
CCOC(=O)C1=C(C)NC(C)=C(C(=O)OCC)C1c1cccc(C#N)c1	95	88	101	102	93	99	72	62	76
CC(=O)OC1=C2C(CC3C4CC=C5CC(OC(C)=O)CCC5(C)C4CCC23C)C(C#N)(C#N)C(C#N)(C#N)C1 (stereo not given)	91	67	97	105	.	102	116	79	92
O=C(O)c1ccc(-n2cc(C(=O)O)c(-c3ccc(O)cc3)n2)cc1	94	91	91	107	97	88	82	69	95

4 structures already listed, ordered by molar mass, ascending.
SMILES	SNB-19	HCT-116	SF-539	HCC-2998	SF-295	SW-620	KM12	SNB-75	HCT-15
Nc1nc(SCC#CCCl)c2[nH]cnc2n1	57	39	50	100	60	41	61	63	45
CCOC(=O)C1=C(C)NC(C)=C(C(=O)OCC)C1c1cccc(C#N)c1	95	88	101	102	93	99	72	62	76
COc1ccc(-c2nn(-c3ccccc3)cc2C2SCC(=O)N2c2cccc(F)c2)cc1 (stereo not given)	107	102	95	113	103	109	106	102	101
CC(=O)OC1=C2C(CC3C4CC=C5CC(OC(C)=O)CCC5(C)C4CCC23C)C(C#N)(C#N)C(C#N)(C#N)C1 (stereo not given)	91	67	97	105	.	102	116	79	92

The main list resumes; the 2 compounds before the break are reprinted first.
SMILES	SNB-19	HCT-116	SF-539	HCC-2998	SF-295	SW-620	KM12	SNB-75	HCT-15
CC(=O)OC1=C2C(CC3C4CC=C5CC(OC(C)=O)CCC5(C)C4CCC23C)C(C#N)(C#N)C(C#N)(C#N)C1 (stereo not given)	91	67	97	105	.	102	116	79	92
O=C(O)c1ccc(-n2cc(C(=O)O)c(-c3ccc(O)cc3)n2)cc1	94	91	91	107	97	88	82	69	95
CC(COC(=O)c1ccccc1)[N+](=O)[O-] (stereo not given)	97	103	111	107	113	99	109	76	109
O=[N+]([O-])c1ccc(Oc2cccc(C(F)(F)F)c2)c([N+](=O)[O-])c1	74	3.5*	37	92	108	13	86	92	19
CCCCCCCCCCCC(=O)Nc1ccccc1	108	84	104	76	100	98	104	93	93
O=C(OCc1nc2nc(Cl)nc(N3CCOCC3)c2[nH]1)N1CCNCC1	94	100	90	96	101	102	103	69	107
O=C(O)c1ccccc1-c1ccc([N+](=O)[O-])cc1Cl	97	107	103	110	102	97	113	92	106
CC/C=C\C/C=C\C[C@H](O)C/C=C1/C(=O)C=C[C@H]1C/C=C\CCC(=O)OC	62[8.25 µM]	-42*[8.25 µM]	17[8.25 µM]	61[8.25 µM]	82[8.25 µM]	6.6*[8.25 µM]	3.5*[8.25 µM]	75[8.25 µM]	-13*[8.25 µM]
O=C(O)c1ccc(N2C(=O)/C(=C\c3ccc(-c4ccccc4F)o3)SC2=S)cc1O	100	104	98	104	97	103	104	97	98
COC(=O)c1ccc2oc(NC(=O)c3ccc(NCCc4ccccc4)c([N+](=O)[O-])c3)nc2c1	77	70	84	99	55	84	80	82	67
COc1ccc(C(=O)Oc2c(Cl)cc(Cl)cc2Cl)cc1	111	98	106	106	88	101	100	89	102
CS/C(=C\c1ccc(C(=O)c2ccc(C)cc2)n1C)S(C)=O (stereo not given)	91	97	91	96	61	101	94	96	88
O=c1[nH]nc(-c2ccccc2NCc2ccccc2)c(=O)[nH]1	106	104	100	109	101	106	103	68	106
O=C(CSc1nnc(-c2ccc(NC(=O)c3cccnc3)cc2)o1)Nc1ccc([N+](=O)[O-])cc1	56	91	59	98	56	103	102	69	93
COCCOc1cc2ncnc(N3CCN(c4ncc(S(=O)(=O)N5CCCCC5)cn4)CC3)c2cc1OCCOC	96	100	107	99	100	109	98	110	90
N=C1/C(=C/c2cc3ccccc3n3nnnc23)C(N)=NN1c1ccccc1	97	78	102	108	100	99	99	94	96
C[C@]12CC[C@@H]3c4ccc(O)c([N+](=O)[O-])c4CC[C@H]3[C@@H]1CC[C@@H]2NS(=O)(=O)c1cccc(Br)c1	51	22	68	51	53	45	17	47	27
CC(C)C(=O)C(c1ccccn1)C(C)C (stereo not given)	111	98	102	112	100	105	107	103	104
Oc1ccccc1-c1cn2ccnc2c(-c2ccccc2O)n1	74	68	67	74	84	86	42	56	41
Cc1cc(C(O)(c2ccccc2)C(O)(c2ccccc2)c2ccc(-c3ccccc3)c(C)c2)ccc1-c1ccccc1 (stereo not given)	93	72	96	78	88	90	76	117	60
O=C(N/N=C/c1occc1Br)c1[nH]c2ccc(Br)cc2c1-c1ccccc1	-97*	-75*	-100*	-90*	-91*	-86*	-47*	-78*	-78*
COc1cc(-c2csc(NC(=O)Nc3cc(Cl)cc(Cl)c3)n2)cc(OC)c1OC	9.0*	-29*	46	71	-46*	-26*	19	-29*	14
Cn1cnc2c(SCCO)ncnc21	102	99	98	103	96	105	101	98	103
CCN(CC)c1cccc(S(=O)(=O)O)c1	95	102	106	115	106	103	104	.	113
Cc1c(-c2noc(-c3ccc([N+](=O)[O-])cc3)n2)no[n+]1[O-]	100	87	97	102	100	98	92	90	93
c1ccc(-c2c3c(cn2CCN2CCOCC2)-c2oncc2CC3)cc1	103	93	98	121	101	105	106	85	107
CCCCCCC1OCCO1	108	100	110	96	.	99	106	100	110
COc1cc(NC(C)CN(CC(C)C)C(C)C)c2ncccc2c1 (stereo not given)	116	89	103	103	110	93	93	80	101
Oc1ccc2ccccc2c1/C=N/Nc1ccccc1	101	87	100	76	89	95	52	90	51
COC(=O)/C=C/C(=O)c1cc(C)cc(C)c1O	108	106	99	97	94	110	99	103	100
O=S(=O)(O)c1ccc2c(c1)Sc1cc(S(=O)(=O)O)ccc1O2	103	106	117	102	103	104	108	93	113
CCOC(=O)C1=CSC2=NC3=C(CCC/C3=C\c3ccc(Cl)cc3)C(c3ccc(Cl)cc3)N12 (stereo not given)	81	50	103	101	104	100	67	86	92
O=C(OC1CCCC1)c1ccccc1Cl	105	99	99	103	100	106	105	90	111
N#C/C(=C\c1c[nH]c2ccccc12)C(N)=O	96	93	95	115	105	105	108	101	99
ClC(Cl)c1nc(-c2cccnc2)n2nc(-c3ccccc3)cc2n1	26	0.7*	61	-69*	0.6*	0.4*	2.3*	.	-21*
Nc1nc(N)nc(N/C=C/C(=O)O)n1	108	99	103	.	108	106	108	100	98
Clc1ccc2c(-c3c4ccccc4cc4[nH]c5cc(Cl)ccc5c34)c[nH]c2c1	94	78	96	97	100	90	104	82	104
COc1ccc(Cl)c(C(=O)O)c1	106	102	109	112	115	109	115	85	109
CC(C)=CCC/C(C)=C/COc1c2c(cc3occc13)OC1(C=C2)OC(CC/C(C)=C/COc2c3ccoc3cc3oc(=O)ccc23)C(C)(C)O1 (stereo not given)	108	70	107	104	78	90	90	100	95
CCOC(OCC)C(=O)C(C#N)c1ccc(C#N)cc1 (stereo not given)	100	108	94	116	93	106	114	73	102
COC(=O)CNC(=O)c1cccc2c(=O)c3ccccc3n(CCCCCCBr)c12	99	102	96	105	106	96	90	94	98
CC12CCC=CC1=C(C=O)C1C2CCC2(C)C(O)CCC12 (stereo not given)	99	.	99	103	103	105	104	74	92
NNC(=O)NC1CCCCC1	118	99	103	103	112	106	116	79	106
COc1cc(CNS(=O)(=O)c2ccc(C)cc2)ccc1OCc1cn(-c2ccccc2)nn1	92	85	95	117	94	99	99	92	88
COc1ccc(C(=O)c2ccc(OC)c(OC)c2OC)cc1	42&44	26&30	-31*	46&57	-15*!	12&16	25&29	-4.0*	27&27
CCCCCCCC[C@@H](O)CC(=O)N[C@@H](CC(N)=O)C(=O)N[C@@H](CCC(N)=O)C(=O)N[C@H](CC(=O)c1cc(C)cc(O)c1C(=O)c1c(O)cccc1O)CC(C)C	49	40	52	74	104	57	95	.	87
C=C1C(=O)O[C@H]2[C@H]1CC/C(COC(=O)NCCCCCCCCNC(=O)OC/C1=C/CC[C@@]3(C)O[C@H]3[C@H]3OC(=O)C(=C)[C@@H]3CC1)=C\CC[C@@]1(C)O[C@@H]21	6.5*	-79*	-89*	-65*	-22*	-75*	-44*	-20*	-84*
COc1ccc2c(CCNC(=O)c3nnn(-c4ccc(F)cc4)c3C)c[nH]c2c1	101	97	98	108	102	94	95	75	104
CC(C)(C)CC(=O)N(Cc1ccncc1)Cc1cccc(OCCc2ccc(F)cc2)c1	89	79	99	100	85	87	84	103	80
CC(=O)c1ccc(N2C(=O)c3cc(Cl)c(Cl)cc3C2=O)cc1	104	102	93	126	103	105	103	91	103
NC(=S)C(=S)N=Cc1c(N)[nH]n(-c2ccccc2)c1=O	98	101	92	103	98	98	97	85	102
N#Cc1c(-c2cn(-c3ccccc3)nc2-c2ccc(OCc3ccccc3)cc2)[nH]c(=O)[nH]c1=O	89	59	102	106	101	98	94	99	88
Remaining list, next part:
SMILES	SNB-19	HCT-116	SF-539	HCC-2998	SF-295	SW-620	KM12	SNB-75	HCT-15
CNC1=C([N+](=O)[O-])C(c2ccccc2Cl)C(C#N)=C(c2cccs2)O1 (stereo not given)	107	105	102	109	105	107	105	95	107
CCn1cc(-c2ccnc(NCCNS(=O)(=O)c3cccc4ccccc34)c2)c(-c2cccc(O)c2)n1	106	87	104	122	101	118	99	107	97
CC1=C(C)C(=O)C(Nc2ccc(C(=O)OC(C)(C)C)cc2)=CC1=O	86	68	100	107	92	98	97	74	64
CCCCCCNS(=O)(=O)c1ccccc1	109	96	95	96	103	107	101	98	97
CCCCNC(=O)c1[nH]cc(-c2ccc(OC)cc2)c1-c1cc(OC)c2c(c1OC)OCO2	87	64	91	100	92	91	88	75	76
CCCCSc1nc2sc3c(c2c(=O)n1-c1ccccc1)CCCCC3	101	94	104	109	94	93	103	101	100
C=C(C)C(=O)OCCC(C)OC (stereo not given)	107	89	94	100	99	98	100	87	102
C1CNC(SCCOCCOCCSC2=NCCN2)=N1	104	98	100	104	104	106	104	109	104
Cc1ccc(-c2nc(SCC(=O)c3ccc(Cl)cc3)[nH]c(=O)c2C#N)cc1	96	92	105	101	100	92	96	91	92
CCOC(=O)c1cn(CCN2CCCCC2)c2nc(NCc3ccc(OC)c(OC)c3)nn2c1=O	98	104	106	105	99	104	101	101	99
COC(C)CCOC(=O)c1ccccc1C (stereo not given)	103	107	113	107	98	100	102	92	109
O=C1NC(=O)C(CC(=O)n2cnc3ccccc32)C(=O)N1	95	98	98	109	97	101	102	71	101
CC(=O)Nc1nc(N)nc(NC(C)=O)c1N=O	111	99	105	84	.	101	111	109	104
CN1C(=O)CS/C1=N\NC(=O)Cn1nc(-c2ccccc2)ccc1=O	96	110	103	133	103	107	108	111	108
O=C1c2ccccc2C(=O)N1CCCI	110	103	108	101	106	105	106	86	103
C/C(=N/Nc1ccc([N+](=O)[O-])cn1)C(=O)O	104	100	100	103	96	106	105	93	103
O=c1oc2ccccc2cc1C1=NN(c2ccccc2)C(c2cn(-c3ccccc3)nc2-c2ccc(Br)cc2)C1 (stereo not given)	92	103	94	108	97	94	98	85	100
COc1ccc(OC)c(C2=C(CN)C(O)N=C(Sc3cc(O)c(O)cc3C)N2)c1 (stereo not given)	101	94	106	110	101	111	98	98	96
Fc1cc(-c2nnc(Nc3ccc(Cl)cc3)o2)cc(F)c1F	101	97	103	110	105	120	96	126	92
COc1ccc(-c2nc(SCC(C)C)nc(N/N=C\c3cccc([N+](=O)[O-])c3)c2C#N)cc1	39	30	8.0*	80	53	57	.	-11*	46

Random excerpt: two records from the list
SMILES	SNB-19	HCT-116	SF-539	HCC-2998	SF-295	SW-620	KM12	SNB-75	HCT-15
Nc1nc(SCC#CCCl)c2[nH]cnc2n1	57	39	50	100	60	41	61	63	45
COc1ccc(-c2nc(SCC(C)C)nc(N/N=C\c3cccc([N+](=O)[O-])c3)c2C#N)cc1	39	30	8.0*	80	53	57	.	-11*	46

(further entries)
SMILES	SNB-19	HCT-116	SF-539	HCC-2998	SF-295	SW-620	KM12	SNB-75	HCT-15
O=C(Nc1ccc(F)cc1F)c1cc(Cl)ccc1O	16	8.4*	12	23	-9.0*	14	5.3*	-8.6*	14
CC1(C)CC(=O)c2c(nn(-c3ccc(Br)cc3)c2-c2cn(-c3ccccc3)nc2-c2cccs2)C1	96	83	108	105	98	97	95	90	100
CC(C)OP(=O)(OC(C)C)c1ncc(-c2ccc(C(F)(F)F)cc2)c(NC2CCCCCC2)n1	-28*[33.3 µM]	-93*[33.3 µM]	.	-88*[33.3 µM]	-86*[33.3 µM]	-53*[33.3 µM]	-96*[33.3 µM]	-19*[33.3 µM]	-7.1*[33.3 µM]
CCCCC[n+]1ccc(SCC(=O)N(C)c2cccc(Br)c2)c2ccccc21	101	103	103	111	100	101	103	101	98
COc1ccc(NC(=O)CSc2nnc(-c3ccc4nc(-c5ccccc5)[nH]c4c3)o2)cc1	102	102	96	114	102	104	99	101	92

Compound activity: PubChem BioAssay, NCI
